High-throughput results from PubChem.
NOD2 inhibition = NOD2 signaling inhibitors, cell-based, luminescence, uHTS, HEK293 (AID 1566); HEK293 NOD2/NF-kB luciferase reporter, luminescence; higher % means a stronger effect; 0.63% of 290,000 active; one-dose inhibition, % at 4 µM; EC50 in µM for titrated hits; note: many of its hits are not listed in these tables
Dynein cargo inh = dynein cargo transport inhibition. 3617.4 mouse cells, GR-EGFP nuclear translocation imaging; test concentration mostly 20 µM; stimulated with dexamethasone, 1 µM; hits give low values. z-score, hits read low. 0.47% of 220,000 active. AID 1381;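 active = plate z-score of nuclear minus cytoplasmic receptor signal below a set negative limit, without overly bright fluorescence or cell loss, cut at about -3.5 in these data, passing the limit was not always enough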;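 note: z-score of nuclear minus cytoplasmic ring GR-EGFP intensity difference per well; some compounds called inactive have numbers as strong as hits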
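medium = tetracycline-free induction medium containing charcoal-stripped FBS | probe or stimulus = dexamethasone, 1.0 µM final | timing = 48 h induction, then 1 h compound, then 30 min agonist, 37 °C | detection = automated 10x imaging of fixed Hoechst-stained cells | read-out basis = nuclear versus cytoplasmic GR-EGFP signal, averaged per well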
KOR beta-arrestin-1 = KOR antagonists, beta-arrestin recruitment, cell-based, luminescence, uHTS (AID 1778) | 0.091% of 290,000 active | inhibition, % at 10 µM; hits with a dose series show IC50 in µM | KOR beta-arrestin recruitment, luminescence, antagonist mode; higher % means a stronger effect; note: strong numbers were not always called active
M1AAP inhibition = P. falciparum M1AAP inhibitors, biochemical, fluorogenic H-Leu-NHMec substrate, 1536-well (AID 1445); recombinant M1AAP, H-Leu-NHMec fluorogenic kinetic assay; higher % means a stronger effect; one-dose inhibition, % at 30 µM; IC50 in µM for titrated hits; 0.42% of 220,000 active;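 active = primary inhibition above the hit cutoff, then over 50% inhibition at one or more dose response concentrations, cut at about 23% in these data, passing the limit was not always enough; inconclusive = conflicting primary data, or primary hits not chosen for dose response; inactive = low primary inhibition, or under 50% at every dose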;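 note: plate controls were DMSO full reaction for no effect and no enzyme background for full effect; strong numbers were not always called active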
AID2073 = disruptors of CaV2.2 binding to Mint1 – biochemical, HTRF (AID 2073) | HTRF protein-protein interaction, Mint1-CaV2.2; higher % means a stronger effect | inhibition, % at 20 µM; hits with a dose series show IC50 in µM | 0.19% of 290,000 active; in the data active = inhibition mostly above about 51%, no sharp cut-off; inconclusive = no clear call, values can overlap the other calls; inactive = mostly below about 53%; note: some results filed as inactive read as strong as hits
P. falciparum M17LAP = P. falciparum M17LAP inhibitors, primary screen, biochemical, fluorogenic H-Leu-NHMec substrate, 1536-well (AID 1619) | 0.38% of 220,000 active | inhibition, % at 30 µM; hits with a dose series show IC50 in µM | recombinant M17LAP, H-Leu-NHMec fluorogenic kinetic assay; higher % means a stronger effect;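 active = compound inhibiting the enzyme by more than half at any dose during confirmatory dose-response retesting; inconclusive = strong single-dose inhibitors picked by rank but not retested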;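 note: plate controls were full reaction with DMSO carrier for no effect and no enzyme background for full effect; strong numbers were not always called active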
NOD1 NF-kB reporter = NOD1 signaling inhibitors, primary screen, cell-based, luminescence, uHTS (AID 1578); NOD1-driven NF-kB luciferase reporter cells, luminescence; higher % means a stronger effect; inhibition, % at 4 µM, or EC50 in µM where a hit was titrated; 1% of 290,000 active; in the data active = inhibition mostly above about 36%, no sharp cut-off; inactive = mostly below about 34%;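 note: HEK-293T reporter cells stimulated with the NOD1 agonist gamma-tri-DAP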
KOR beta-arrestin-2 = KOR agonists, beta-arrestin recruitment, primary screen, cell-based, luminescence, uHTS (AID 1777). 0.02% of 280,000 active. KOR beta-arrestin recruitment, luminescence; higher % means a stronger effect. activation, % at 10 µM, or EC50 in µM where a hit was titrated; in the data active = activation above about 50%, passing the limit was not always enough; note: a part of the inactive calls stands beside numbers as strong as those of hits
GPR55 beta-arrestin = GPR55 agonists via beta-arrestin recruitment, primary screen, imaging, U2OS cells, beta-arrestin-GFP redistribution (AID 1961); U2OS GPR55 beta-arrestin-GFP redistribution imaging; higher % means a stronger effect; one-dose activation, % at 10 µM; EC50 in µM for titrated hits; 0.048% of 290,000 active;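 active = activation above 40% with more than 50 cells counted in the well; inconclusive = wells holding fewer than 50 cells, flagged as toxic or sparse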;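 note: U2OS osteosarcoma cells stably expressing GPR55 and beta-arrestin-GFP; plate controls were DMSO negative control for no effect and LPI positive control for full effect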
Dynein cargo inh cytoplasmic EGFP = also measured in Dynein cargo inh; calls as there; z-score; measured here: cytoplasmic GR-EGFP intensity; hits give high values
Dynein cargo inh nuclear GR-EGFP = recorded beside Dynein cargo inh, whose call it bears; z-score; measured here: nuclear GR-EGFP intensity;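 lower value marks the stronger effect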
Dynein cargo inh cell count = further read-out of Dynein cargo inh, marked with its call; z-score; measured here: cell count per field
Active calls of the source: *; ? = inconclusive; · = no result given; [ ] = another dose, or the depositor's remark. Cut-off read from the data, not from the text of the source, unless noted: active = inhibition above about 50%; inactive = the rest. These rows are one share of the data. The share of hits here may be higher or lower than overall.

SMILES	NOD2 inhibition	Dynein cargo inh	Dynein cargo inh cytoplasmic EGFP	Dynein cargo inh nuclear GR-EGFP	Dynein cargo inh cell count	KOR beta-arrestin-1	M1AAP inhibition	AID2073	P. falciparum M17LAP	NOD1 NF-kB reporter	KOR beta-arrestin-2	GPR55 beta-arrestin
CC1(C)NC(=O)N(CCOCCSc2ccccc2)C1=O	4%	-0.61	-0.23	-0.42	0.82	18%	3%	-6%	0%	-5%	4.7%	-0.2%
Cc1ccc(-n2nnnc2C(Cl)c2nnnn2-c2ccc(C)cc2)cc1	20%	-4.2*	1.4*	-2.4*	0.22*	-2%	0%	-8%	-8%	-2%	-0.3%	-0.2%
Nc1nc(CSc2nc3ccccc3s2)nc(N2CCOCC2)n1	4%	1.5	-0.29	0.18	-0.4	0%[20 µM]	3%	0%	-2%	-28%	-8.0%	-0.1%
COC(=O)C1=C(C(C)=O)C(c2ccc(C(=O)OC)cc2)n2nnnc2N1 (stereo not drawn)	-11%	0.42	-0.017	0.49	-0.27	-31%	3%	4%	11%	-13%	-1.7%	-0.1%
Cn1c(SCC(=O)NC2CC2)nnc1-c1ccccn1	5%	·	·	·	·	24%	·	8%	·	-1%	0.7%	0.0%
O=C(NCCNS(=O)(=O)c1ccccc1)N1CCOCC1	13%	-0.53	-0.032	-0.16	0.14	-1%	19%	4%	0%	-13%	2.0%	-0.1%
Cc1cccc(C(=O)OC2CCOC2=O)c1O (stereo not drawn)	8%	·	·	·	·	-10%	·	5%	·	7%	-2.6%	-0.1%
O=C(O)CSc1cc(C(=O)c2cc(F)ccc2O)cn2c(=O)c3c(-c4ccccc4)csc3nc12	0%	-0.27	-0.24	-0.23	0.45	30%	21%	42%	19%	-10%	-2.6%	-0.1%
COc1ccccc1CNC(=O)CNC(=O)c1ccc(Br)o1	0%	·	·	·	·	3%	·	-1%	·	-28%	-1.0%	0.0%
O=C(c1ccco1)[C@@H]1[C@@H]2C(=O)N(c3ccc(F)cc3)C(=O)[C@@H]2C2c3ccccc3C=CN21 (stereo partly drawn)	-1%	1.7	-0.12	1.1	-0.97	-19%	5%	1%	1%	-43%	-2.8%	-0.1%
CN(C)/C=C1\SC(=S)N(c2ccc(Br)cc2)C1=O	-31%	-0.16	1.9	0.66	0.76	25%	7%	24%	13%	-10%	2.9%	-0.2%
Cc1cc(C)n(Cc2ccccc2F)c(=O)c1C#N	8%	1.6	-0.17	1.8	-1.4	13%	0%	-2%	13%	-14%	-0.2%	-0.2%
O=C(c1cccs1)N1CCN=C1SCc1cccnc1	21%	-0.28	-0.2	0.18	0.13	8%	5%	-1%	14%	2%	-0.2%	0.0%
CCC(C)C(NC(C)=O)C(=O)NC(=O)NC(c1ccccc1)c1ccccc1 (stereo not drawn)	8%	-0.2	-0.11	0.21	0.22	-20%	-1%	6%	-4%	-3%	-6.0%	-0.2%
COc1ccc(C(C)=O)cc1Cn1nc(C)c([N+](=O)[O-])c1C	19%	1.6	-0.028	0.91	-0.26	22%	-3%	-5%	1%	-12%	-4.5%	0.2%
O=C(NCc1cccc(Cl)c1)c1ccc(S(=O)(=O)Nc2cccc(C(F)(F)F)c2)cc1	-5%	1.1	-0.21	1.3	-1.5	-2%	0%	11%	-4%	49%	7.4%	0.6%
Cc1nn(C)cc1CNC(=O)COc1ccc(Cl)cc1Cl	16%	0.79	-0.22	0.74	-0.13	17%	-6%	-2%	-8%	-13%	-6.4%	1.0%
CCN(Cc1ccccc1)S(=O)(=O)c1ccc(C(=O)N(CCCN(C)C)c2nc3c(F)cccc3s2)cc1	-13%	·	·	·	·	-25%	·	9%	·	-49%	5.2%	0.3%
O=C1CC(c2ccco2)CC(O)=C1C=NCC1CCNCC1 (stereo not drawn)	11%	-0.51	-0.25	-0.12	-0.34	-34%	9%	6%	3%	4%	4.2%	-0.1%
O=C(Nc1ccc(-c2noc(-c3cccs3)n2)cc1)c1cccnc1	-57%	-0.95	-0.26	-0.53	2.3	-16%	12%	8%	-11%	-52%	-5.1%	-0.5%
C=CCC(C)(NCc1ccccc1)c1ccccc1 (stereo not drawn)	14%	1.2	-0.05	0.58	-3.4	34%	-2%	6%	-16%	-1%	-2.1%	-0.4%
N#Cc1c(-c2cccc(F)c2)cc(-c2ccccc2)nc1Br	-1%	-0.22	-0.2	-0.37	-0.036	-7%	5%	22%	-16%	-44%	1.7%	0.9%
CCCCNC(=O)OC1CCS(=O)(=O)C1 (stereo not drawn)	16%	-0.21	-0.19	-0.017	0.13	-24%	7%	-5%	5%	7%	0.5%	0.5%
Cn1c(=O)cc(SCC(=O)NCCC2=CCCCC2)c2cc(Cl)ccc21	2%	3.1	-0.077	1.4	-1.5	8%	6%	5%	-2%	-16%	5.5%	-0.4%
COc1ccc(Cl)cc1NC(=S)NCCC(c1ccccc1)c1ccccc1	-3%	0.093	-0.11	-0.14	-0.94	26%	1%	1%	-7%	-20%	3.0%	0.2%
CCOC(=O)c1sc(NC(=O)c2ccc(S(=O)(=O)N(C)C)cc2)nc1C	1%	0.14	-0.17	0.081	0.64	2%	0%	2%	-15%	-8%	3.3%	0.6%
COc1ccc(Br)c(C(=O)Nc2nc3ccccc3[nH]2)c1	-38%	·	·	·	·	-21%	·	11%	·	-48%	1.9%	0.3%
CC(C)(C)NC(=O)C(=O)N/N=C/c1ccc(Br)cc1	-4%	1.1	-0.21	1.4	-0.32	-36%	2%	10%	-3%	21%	5.4%	-0.1%
CCCCNC(=O)c1onc(CSc2ccc(F)c(F)c2)c1C(=O)O	3%	-0.27	-0.21	0.3	-0.048	5%	5%	2%	43%	-7%	5.8%	-0.2%
O=C(CCn1c(=O)oc2ccccc21)N(Cc1ccccc1)c1ccccc1	5%	-0.5	-0.32	0.0071	0.62	3%	-1%	6%	-6%	-12%	-3.6%	-0.1%
COC(=O)CSc1nsc(SCC(=O)OC)n1	7%	-0.96	-0.11	-0.32	1.1	7%	7%	42%	6%	-16%	-3.9%	-0.2%
Cn1c2ccccc2c2cc(/C=N/NC(=O)c3ccc(O)cc3O)ccc21	-43%	·	·	·	·	-58%	·	56%	·	4%	2.6%	-0.1%
Cc1ccc(NC(=O)CSCC#N)cc1Cl	5%	0.4	-0.27	0.36	0.22	39%	1%	1%	6%	-93%	6.9%	0.0%
CCOc1ncccc1C(=O)Nc1ncc(C)s1	8%	0.55	0.33	0.61	-0.11	-2%	-2%	9%	3%	-33%	-1.7%	-0.3%
CCOC(=O)N1CCC(NS(=O)(=O)c2ccccc2)CC1	4%	0.31	-0.19	0.16	-0.46	13%	-8%	-8%	-7%	0%	-1.1%	0.4%
Cc1c(Cc2ccccc2)c(=O)oc2c(C)c(OCC(=O)NCC3CCC(C(=O)O)CC3)ccc12 (stereo not drawn)	7%	·	·	·	·	-25%[20 µM]	·	17%	·	-10%	-1.8%	-0.1%
CC(C)(CO)NC(=O)CCCOc1ccc(Cl)cc1Cl	-32%	-0.75	-0.23	-0.023	1.6	11%	19%	-4%	18%	-43%	2.5%	-0.1%
COCc1cc(C)nc(SC)c1C#N	11%	-1.2	-0.12	-0.37	0.6	1%[20 µM]	·	-1%	·	-22%	-6.7%	-0.1%
Cc1cccc(C)c1OCc1cc(C(=O)N2CCC(c3ccccc3)CC2)no1	-11%	·	·	·	·	-19%	·	10%	·	-33%	0.5%	0.0%
Cn1c(CCNC(=O)c2ccc(F)cc2)nc2ccccc21	1%	1.3	0.21	1.7	-1.4	-30%	-2%	-2%	10%	-26%	4.3%	-0.2%
CCN1CCN(S(=O)(=O)c2ccc3c(c2)NC(=O)CS3)CC1	-2%	·	·	·	·	-20%	·	8%	·	14%	-0.8%	-0.1%
COc1ccc(-n2c(COc3ccc(C)cc3)nnc2SCC(N)=O)cc1	8%	1.5	-0.053	0.085	-1.7	12%	-6%	-1%	6%	-8%	0.9%	0.0%
c1ccc(-c2csc(N3CCOCC3)n2)cc1	-29%	0.64	-0.4	0.42	-0.12	-56%	7%	-29%	-3%	-56%	·	-0.2%
CCOC(=O)c1cccc(-n2c(C)nc3ccccc3c2=O)c1	-2%	0.6	-0.093	-0.049	0.84	-4%	-4%	?	-9%	-7%	1.0%	0.0%
O=C(C1CCC(=O)N1Cc1cccs1)N1CCOCC1 (stereo not drawn)	11%	-0.62	-0.19	-0.2	0.59	12%	0%	20%	-1%	-20%	-0.4%	-0.3%
O=C(/C=C/c1ccc(-c2ccccc2)cc1)NCc1cccnc1	-4%	·	·	·	·	-74%[20 µM]	·	14%	·	36%	1.0%	0.5%
CCOc1ccc(OCc2ccc(C(=O)Nc3cccnc3)o2)cc1	-40%	-1.3	-0.012	-0.47	0.6	-36%	6%	22%	1%	4%	2.4%	-0.1%
O=C1C2C3CCC(C3)C2C(=O)N1c1ccc(OS(=O)(=O)c2ccccc2)cc1 (stereo not drawn)	-75%	0.11	-0.28	0.76	-0.43	8%[20 µM]	-1%	3%	3%	-29%	-1.8%	-0.1%
O=C(Cc1ccc(F)cc1)N(c1ccccc1)C1C=CS(=O)(=O)C1 (stereo not drawn)	-5%	0.77	-0.19	0.87	-0.4	0%	-2%	-4%	-5%	-25%	-1.0%	-0.1%
CC(C)(C)C(=O)CSc1nc2c(c(-c3cccs3)c1C#N)CCC2	20%	-0.22	0.62	-0.22	0.47	-36%	-1%	7%	-3%	10%	5.2%	-0.3%
Nc1nnc(-c2ccc(Cl)cc2)o1	-2%	-1	-0.28	-0.21	1.3	-5%	-1%	-3%	-4%	-7%	15%	-0.2%
COc1ccc(S(=O)(=O)N2CCCN(CC(=O)Nc3ccc(NC(C)=O)cc3)CC2)cc1	-28%	·	·	·	·	-16%	·	-9%	·	-32%	1.9%	0.3%
